Assay outcomes from PubChem BioAssay.
aGlu spleen mod = inhibits or activates alpha-glucosidase in human spleen homogenate; Potency, µM (series often up to 79.9 µM), for inactives: at the highest dose activity change, negative = inhibition, hits mostly inhibitors; P10253; hit rate 0.006% among 240,000; human spleen homogenate, 4-MU-alpha-glucoside fluorescence; AID 2112;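 note: 0% = enzyme with vehicle and -100% = no enzyme basal signal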
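AC50 values come from Hill-equation fits of concentration-response data, normalized to no-enzyme and full-activity controls. Enzyme source: 1 ug human spleen homogenate; 1 mM fluorogenic 4-MU glucoside, pH 5.0 citrate buffer, 37 C, 40 min.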
Tau fluor cs = counter-screen for tau fibril formation inhibitors; AID 1463; Potency, µM (top dose mostly 57.7 µM), inactives show at the top dose activity change, negative = decrease; tau K18 P301L (four-repeat tau fragment) Alexa594 fluorescence, heparin fibrillization; hit rate 0.93% among 280,000; note: % is set by controls: 0 for no effect and ±100 for the full control effect; nearly all actives have a fitted effect of over 55% in size
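Human K18 P301L tau (15 uM unlabeled plus 0.24 uM Alexa 594-labeled, final) in 100 mM sodium acetate pH 7 was mixed with compound and 20 uM heparin and incubated 6 hr at 37 C.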
GAA inhib = inhibitors of human lysosomal alpha-glucosidase; purified human GAA, 4-MU-alpha-glucoside fluorescence; Potency, µM (titrated, usually from 76.9 µM), without a hit: at the highest dose activity change, negative = inhibition, usual class: inhibitors; hit rate 0.005% among 200,000; AID 1466;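 note: plate controls were uninhibited enzyme wells for no effect and no-enzyme background for full effect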
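Activity normalized between no-enzyme (basal) and enzyme-only wells. Conditions: 4 nM human enzyme, 400 uM fluorogenic substrate, citrate/phosphate pH 5.0 with Tween-20, 20 min room temperature, compounds up to 77 uM.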
GAA glycogen = alters human alpha-glucosidase cleavage of glycogen; Potency, µM (series often up to 76.4 µM), inactives show at the top dose activity change, negative = inhibition, most hits filed as inhibitors; P10253; hit rate 0.38% among 300,000; recombinant GAA, glycogen substrate, Amplex Red glucose oxidase fluorescence;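 note: 0% = full enzyme reaction and -100% = no-enzyme basal signal; the screen sought inhibitors and activators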
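Recombinant enzyme (4 nM final) with compounds titrated up to 77 uM and bovine liver glycogen (30 ug) in citrate pH 5.0, 0.01% Tween-20, 37 C 40 min. Released glucose detected by Amplex Red/glucose oxidase (Ex 573/Em 610); AC50 from Hill fits.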
NPSR antag = blocks cAMP signaling of the human neuropeptide S receptor; Q6W5P4; CHO-NPSR cells, cAMP TR-FRET, antagonist mode; Potency, µM (doses to about 38.3 µM), inactives show top-dose activity change, negative = inhibition, hits mostly inhibitors; hit rate 1% among 220,000; note: % is set by controls: 0 for no effect and ±100 for the full control effect; nearly all actives have a fitted effect of over 50% in size; many of its hits are not listed in these tables
Target sequence (Q6W5P4 whole entry, looked up): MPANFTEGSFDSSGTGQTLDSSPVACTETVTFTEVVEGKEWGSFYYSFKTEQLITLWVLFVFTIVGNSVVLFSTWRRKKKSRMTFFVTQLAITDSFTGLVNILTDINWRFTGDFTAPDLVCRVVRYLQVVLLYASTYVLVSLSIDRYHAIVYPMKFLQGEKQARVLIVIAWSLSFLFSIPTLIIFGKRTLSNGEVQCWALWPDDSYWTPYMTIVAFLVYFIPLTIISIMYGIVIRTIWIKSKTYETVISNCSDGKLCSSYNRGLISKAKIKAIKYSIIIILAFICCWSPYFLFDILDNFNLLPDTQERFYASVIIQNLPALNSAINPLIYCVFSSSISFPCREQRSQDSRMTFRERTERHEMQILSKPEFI
ALDH1A1 inh = ALDH1A1 (human) enzyme inhibition. AID 1030. Purified ALDH1A1, NADH fluorescence, propionaldehyde substrate. hit rate 7.3% among 220,000. P00352. Potency, µM (series often up to 75.3 µM), inactives show top-dose activity, negative = inhibition, usual class: inhibitors; active = well fitted inhibition curve with a large enough effect, not every such curve was filed as active; inconclusive = small, poorly fitted or top-dose-only effect, or another doubt; inactive = no such curve, though single readings can be large or run the other way;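 note: plate controls were no enzyme wells and a reference inhibitor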
Epigenetic derep = derepresses silenced GFP reporter in murine cells | Potency, µM (doses to about 53.9 µM), for the others: at the top dose GFP activation, actives largely listed as activators | hit rate 0.2% among 280,000 | murine LDR cells, GFP reporter derepression, 30 h; note: % of control where 0% means no effect; nearly all actives have a fitted effect of over 60% in size
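Readout is the number of GFP-expressing murine LDR cells, counted by cytometry following washing. Cells were treated with compound for 30 h at 37 C; the stably integrated CMV-GFP locus is normally silent.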
aGal spleen mod = inhibitors or activators of human alpha-galactosidase in spleen homogenate. hit rate 0.008% among 240,000. Potency, µM (series often up to 80 µM), without a hit: top-dose activity change, negative = inhibition, actives largely listed as inhibitors. human spleen homogenate, 4MU-alpha-Gal fluorescence, 40 min. P06280. AID 2107;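 note: 0% = enzyme with vehicle and -100% = no enzyme basal signal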
Target sequence (P06280 32-429 limits assumed): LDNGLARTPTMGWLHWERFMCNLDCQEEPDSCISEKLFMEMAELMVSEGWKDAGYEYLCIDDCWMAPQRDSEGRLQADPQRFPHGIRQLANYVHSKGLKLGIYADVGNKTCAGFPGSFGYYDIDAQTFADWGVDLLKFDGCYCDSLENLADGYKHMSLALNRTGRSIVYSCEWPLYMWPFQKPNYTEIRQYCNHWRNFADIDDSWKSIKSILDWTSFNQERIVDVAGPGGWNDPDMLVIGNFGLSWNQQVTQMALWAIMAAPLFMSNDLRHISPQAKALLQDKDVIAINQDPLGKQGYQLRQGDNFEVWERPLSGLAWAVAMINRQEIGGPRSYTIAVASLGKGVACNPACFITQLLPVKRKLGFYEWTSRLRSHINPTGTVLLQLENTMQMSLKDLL
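Spleen homogenate 1 ug + cpd (titration) + 4-MU-alpha-D-galactopyranoside 1 mM; 37C 40 min; 50 mM citrate/phosphate pH 5.0, 0.01% Tween-20; stop pH 10; fluorescence 365/440; AC50 via Hill.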
The depositor's hits bear a star; u = inconclusive; x = no result given; & = joins results of further samples; [ ] = remark or other dose. Unless noted, calls come from the whole dose curve; as a rule, active = well fitted curve in the direction sought with a large enough effect; inconclusive = small, poorly fitted or top-dose-only effect, or another doubt; inactive = no such curve, though single readings can be large; an effect the other way counts as inactive or inconclusive. Potency is the fitted concentration of half-maximal effect. This is a subset (hit frequency here may not be typical).

SMILES	aGlu spleen mod	Tau fluor cs	GAA inhib	GAA glycogen	NPSR antag	ALDH1A1 inh	Epigenetic derep	aGal spleen mod
Cc1cc(C)nc(NC(=O)c2c(Cl)cccc2Cl)n1	6.2%	-5.6%	7.1%	1.2%	-2.0%	12.1%	-2.8%	7.8%
CC(=O)c1cccc(-n2nnnc2SCC(=O)Nc2ccccc2N2CCCCC2)c1	-4.2%	-29.5%	-3.9%	-5.3%	u	1.8%	-1.0%	-6.0%
Cn1c(-c2sccc2OCc2ccc(Cl)cc2Cl)n[nH]c1=S	-0.9%	-18.2%	-8.7%	u	-48.7%	31.6µM*	-0.1%	8.3%
CCOc1ccccc1NC(=O)c1c(NC(=O)CCC(=O)O)sc2c1CCCCC2	-0.7%	-2.7%	-23.5%	5.7%	-48.4%	u	-3.1%	-4.6%
COc1ccc(C2SC[C@@H](C(=O)O)N2C(C)=O)cc1 (some centres not stated)	-1.1%	2.4%	1.2%	10.5%	4.8%[46.1 µM]	5.8%	0.0%	0.4%
Fc1cc(F)c2nc(N3CCCCC3)sc2c1	-6.9%	-16.3%	-0.3%	9.6%	9.2%[46.1 µM]	u	u	1.2%
O=C(CN(Cc1ccccc1)S(=O)(=O)c1ccc2c(c1)OCCO2)N/N=C/c1ccc(F)cc1	-6.9%	u	-5.9%	-0.4%	-27.9%[46.1 µM]	0.6%	-0.8%	-6.0%
O=C(NCCCO)c1ccc2[nH]c3c(c2c1)CCCC3	3.1%	-20.5%	-4.6%	12.1%	-1.7%[46.1 µM]	10.4%	0.9%	4.5%
O=C1c2cccnc2C(O)N1Cc1ccccc1 (configuration not stated)	-11.9%	-11.0%	2.1%	4.6%	-9.9%[46.1 µM]	2.1%	-0.9%	12.5%
Nn1c(SCc2ccccc2F)nnc1-c1cccnc1	1.6%	4.8%	x	-3.4%	23.3%	x	0.4%	5.5%
COc1cccc(CNC(=O)CSCc2cnn(-c3ccccc3)c2-n2cccc2)c1	2.4%	-23.5%	-7.6%	-10.0%	-20.0%[46.1 µM]	-9.2%	0.0%	1.8%
COc1ccc(OCCC(=O)OCC(=O)Nc2ccc(S(=O)(=O)N3CCOCC3)cc2)cc1	6.8%	-9.4%	-9.9%	5.4%	4.7%	u	-1.2%	5.0%
Cc1ccccc1NNC(N)=S	0.1%	-10.2%	-4.9%	u	3.8%	22.4µM*	-0.3%	0.0%
CSCCC1NC2(C(=O)Nc3c(Cl)cccc32)[C@@H]2C(=O)N(C3CCCC3)C(=O)[C@H]12 (some centres not stated)	-9.9%	-6.1%	2.0%	12.2%	-8.7%[46.1 µM]	u	0.0%	-3.4%
COC(=O)c1cnn(-c2ccccc2)c1C(OC)OC	-1.0%	-1.4%	x	5.2%	-12.1%	x	-2.9%	-10.0%
NC(=S)N=Nc1c(O)[nH]c2c(Br)cc(Br)cc12	-5.0%	-17.5%	u	-15.4%	5.3%	u	-0.2%	-0.1%
COc1ccc(Nc2cc(C(=O)NCc3ccco3)c3ccccc3n2)c(OC)c1	-7.9%	u	-12.4%	-0.3%	-12.3%	-1.5%	-1.1%	-1.7%
COc1cc2[nH]c(=O)n(CCC(=O)N3CCN(c4cccc(C)c4C)CC3)c(=O)c2cc1OC	-2.7%	-27.1%	-1.3%	3.7%	-24.0%[46.1 µM]	u	0.1%	0.4%
CCOc1ccccc1NC(=O)Cn1[nH]c(=O)c2ccccc2c1=O	-2.8%	6.3%	5.9%	-2.5%	2.7%	-1.3%	-0.3%	-13.0%
CCOC(=O)C(C(=O)NCc1cccc(OC)c1)c1ncc(C(F)(F)F)cc1Cl (configuration not stated)	0.0%	-9.3%	-3.9%	9.5%	-11.9%[46.1 µM]	-14.1%	0.0%	-3.7%
COc1ccc(C(=O)c2oc3ccccc3c2NC(C)=O)cc1	-7.3%	-12.5%	1.1%	-0.4%	-10.0%[46.1 µM]	2.6%	0.0%	1.5%
CCOC(=O)CS(=O)(=O)c1ccc(C(F)(F)F)cn1	1.3%	-1.3%	1.0%	6.3%	-11.7%[46.1 µM]	-3.8%	1.8%	3.3%
CCOC(=O)C(C(=O)OCC)c1cc(Br)c2noc3c2c1C(=O)c1ccccc1-3	-2.0%	2.51µM*[quencher]	u	u	3.98µM*	10µM*	3.55µM*	-5.9%
O=c1ccn([C@@H]2O[C@H](COP(=O)(O)OP(=O)(O)OP(=O)(O)O)[C@@H](O)[C@H]2O)c(=O)[nH]1	1.8%	-10.2%	x	x	x	6.4%	4.2%	7.9%
CCC(C)c1ccccc1NC(=O)c1cccnc1 (configuration not stated)	-5.2%	4.2%	-1.4%	-0.2%	-6.4%[46.1 µM]	2.4%	0.9%	0.1%
Further structures follow:
SMILES	aGlu spleen mod	Tau fluor cs	GAA inhib	GAA glycogen	NPSR antag	ALDH1A1 inh	Epigenetic derep	aGal spleen mod
Cc1nc(SCCOc2ccccc2F)[nH]c(=O)c1Cc1ccccc1	3.7%	-8.2%&-4.4%	-7.1%	2.2%	-9.9%	4.1%	1.3%&-1.9%	17.5%
O=C(/C=C/c1ccco1)NCC1(c2ccccc2)CCCC1	12.0%	-0.9%	-7.2%	-7.7%	-16.2%	u	-3.0%	4.3%
OCc1cn(-c2ccc(Cl)cc2)nn1	10.4%	2.4%	-1.8%	-8.6%	7.1%	12.6%	1.4%	10.8%
O=C(CCN1CCc2ccccc2CC1)c1ccc2c(c1)OCCO2	-8.7%	-1.5%	0.4%	4.7%	-14.1%[46.1 µM]	0.112µM*	-1.0%	15.0%
Cc1ccccc1CN(C)CC(=O)Nc1ccccc1Oc1ccccc1	-12.8%	-6.3%	-4.7%	-6.4%	-37.6%	-6.6%	-3.0%	-6.5%
Cc1ccc(NCC(=O)c2ccccc2)cc1Cl	-1.0%	-16.3%	-5.8%	u	5.2%[46.1 µM]	20µM*	1.5%	2.5%
Cc1cc(C)c2nc(-c3ccccn3)cc(C(=O)NCc3cc(C)n(C)n3)c2c1	-3.0%	-5.7%	-4.1%	-4.7%	-2.8%	u	0.9%	0.7%
O=C(O)CSc1nnc(C2COc3ccccc3O2)n1-c1ccccc1 (configuration not stated)	2.8%	8.8%	-3.4%	-15.6%	4.0%[46.1 µM]	u	-1.2%	6.5%
CC(=O)c1cccc(N=C2NC(=O)C(CO)(CO)S2)c1	-6.6%	6.6%	-1.6%	3.5%	-9.5%[46.1 µM]	u	6.3%	-6.3%
Cc1ncc([N+](=O)[O-])n1CCOC(=O)C12CC3CC(CC(C3)C1)C2	-8.0%	-3.9%	6.3%	-1.7%	8.3%	-6.4%	0.1%	-2.2%
COc1ccc2nc3oc(C(=O)Nc4ccc(OC)c(OC)c4)cc3cc2c1	-2.0%	-17.1%	-8.4%	-1.0%	-0.3%[46.1 µM]	u	u	13.5%
N#Cc1ccc(C(c2nnnn2CCc2ccccc2)N2CCCCCC2)cc1 (configuration not stated)	-1.2%	-11.4%	-4.7%	-9.9%	u	-7.6%	1.6%	9.0%
Cc1ccc(CSc2nn3c(=O)c(C)nnc3s2)cc1	-3.6%	-5.1%	5.1%	10.6%	8.7%	-1.6%	1.0%	-19.5%
COC(=O)c1cccc(Cn2c(Cl)c(/C=N/NC(=O)c3ccccc3Cl)sc2=O)c1	3.2%	-18.2%	3.6%	1.9%	u	u	u	-0.5%
CCCCCCn1c(=O)c(Cc2ccccc2)c(O)c2ccccc21	0.4%	-10.1%	-6.4%	-5.7%	-16.8%	-9.9%	0.8%	1.3%
CC1CN(c2oc(Cc3cccc4ccccc34)nc2C#N)CC(C)O1 (configuration not stated)	-5.9%	-15.2%	-1.5%[15.4 µM]	7.2%	-22.4%[46.1 µM]	-4.0%	0.7%	-3.8%
CC(=O)c1cn(CC(=O)Nc2ccc(C)cc2)c2ccccc12	-3.8%	-6.6%	-3.8%	5.4%	29.8%[46.1 µM]	-3.2%	-0.5%	4.1%
CCCC(CCC(=O)Nc1nccs1)C(=O)O (configuration not stated)	2.7%	0.6%	13.4%	-10.5%	3.5%	2.7%	0.0%	3.6%
CCCOc1ccc(/C=N/Nc2ccccn2)cc1OC	x	-14.9%	-6.4%	u	-11.7%	-14.4%	6.7%	2.4%
Cc1noc(C)c1COc1cccc(C(=O)Oc2ccc3c(c2)OCO3)c1	7.8%	-22.6%	-7.4%	-2.8%	-15.2%[46.1 µM]	12.7%	0.9%	4.1%
Cc1ccc(NC(=O)COC(=O)c2cccc3c(=O)c(C)c(-c4ccccc4)oc23)cc1	-0.3%	2.2%	1.2%	-1.7%	2.2%	u	0.0%	-3.1%
CCOC(=O)c1c(N)n[nH]c1-c1ccccc1	6.0%	-9.2%	0.8%	-10.5%	-2.6%[46.1 µM]	-8.2%	0.0%	0.8%
CN1C(=O)c2ccc(S(=O)(=O)c3ccc(C(=O)O)cc3)cc2C1=O	-0.3%	-1.8%	-7.7%	-2.0%	-13.0%[46.1 µM]	16.6%	-0.9%	-3.2%

7 structures already listed, sorted by length of the SMILES, smallest number first.
SMILES	aGlu spleen mod	Tau fluor cs	GAA inhib	GAA glycogen	NPSR antag	ALDH1A1 inh	Epigenetic derep	aGal spleen mod
Cc1ccc(NCC(=O)c2ccccc2)cc1Cl	-1.0%	-16.3%	-5.8%	u	5.2%[46.1 µM]	20µM*	1.5%	2.5%
CCOC(=O)c1c(N)n[nH]c1-c1ccccc1	6.0%	-9.2%	0.8%	-10.5%	-2.6%[46.1 µM]	-8.2%	0.0%	0.8%
CC(=O)c1cccc(N=C2NC(=O)C(CO)(CO)S2)c1	-6.6%	6.6%	-1.6%	3.5%	-9.5%[46.1 µM]	u	6.3%	-6.3%
Cc1nc(SCCOc2ccccc2F)[nH]c(=O)c1Cc1ccccc1	3.7%	-8.2%&-4.4%	-7.1%	2.2%	-9.9%	4.1%	1.3%&-1.9%	17.5%
Cc1noc(C)c1COc1cccc(C(=O)Oc2ccc3c(c2)OCO3)c1	7.8%	-22.6%	-7.4%	-2.8%	-15.2%[46.1 µM]	12.7%	0.9%	4.1%
CN1C(=O)c2ccc(S(=O)(=O)c3ccc(C(=O)O)cc3)cc2C1=O	-0.3%	-1.8%	-7.7%	-2.0%	-13.0%[46.1 µM]	16.6%	-0.9%	-3.2%
Cc1cc(C)c2nc(-c3ccccn3)cc(C(=O)NCc3cc(C)n(C)n3)c2c1	-3.0%	-5.7%	-4.1%	-4.7%	-2.8%	u	0.9%	0.7%
